# Screens: PubChem BioAssay, Southern Research Specialized Biocontainment Screening Center
# Salmonella PhoP GFP – PhoP regulon inhibitors, Salmonella typhi PhoP promoter GFP reporter, confirmatory (AID 1850); Salmonella Typhi PhoP-promoter GFP reporter, fluorescence, 4 h; higher % means a stronger effect; inhibition, % at 50 µM, or IC50 in µM where a hit was titrated; actives 0.33% (n = 310,000); in the data active means a potency from the dose series; inconclusive means inhibition mostly from about 25% at the one dose, without a potency; inactive means the rest, 99 in 100 with inhibition below about 19%;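 further: 0% = induced wells with vehicle and 100% = uninduced wells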
# tuberculosis growth – growth inhibition of non-replicating M. tuberculosis (AID 488890) | actives 0.39% (n = 320,000) | Mycobacterium tuberculosis non-replicating, growth inhibition; higher % means a stronger effect | inhibition, % at 25 µM; hits with a dose series show IC50 in µM; in the data active means a potency from the dose series; inconclusive means inhibition mostly from about 82% at the one dose, without a potency; inactive means the rest, 99 in 100 with inhibition below about 76%;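 further: plate controls were DMSO cells for no effect and high antibiotic wells for full effect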
# VEEV TC-83 Vero – inhibitors of VEEV TC-83 cytopathic effect, confirmation, Vero cells (AID 588727). actives 0.13% (n = 350,000). inhibition, % at 20 µM; hits with a dose series show IC50 in µM. Vero cells, VEEV TC-83 cytopathic effect inhibition; higher % means a stronger effect; in the data active means a potency from the dose series; inconclusive means inhibition mostly from about 14% at the one dose, without a potency; inactive means the rest, 99 in 100 with inhibition below about 12%; further: strong numbers were not always called active
# influenza NS1A – NS1A inhibition, H1N1 influenza, cell based functional assay (AID 504329) | one-dose inhibition, % at 12.5 µM; IC50 in µM for titrated hits | actives 0.3% (n = 340,000) | NS1A functional cell-based assay, percent inhibition; higher % means a stronger effect; in the data active means a potency from the dose series; inconclusive means inhibition above about 27% without an active follow-up result; further: strong numbers were not always called active
# H37Rv inhibition – M. tuberculosis growth inhibition, HTS (AID 449762); M. tuberculosis H37Rv growth inhibition, 7H9 media; higher % means a stronger effect; one-dose inhibition, % at 25 µM; IC50 in µM for titrated hits; actives 0.59% (n = 330,000); in the data active means a potency from the dose series; inconclusive means inhibition above about 70% without an active follow-up result;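 further: bacterial growth assessed after seven days of incubation; strong numbers were not always called active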
# VEEV TC-83 Vero 10K pilot screen – second read-out of VEEV TC-83 Vero, no call of its own (marks repeat the call); inhibition, %; measured here: 10K pilot screen inhibition
# Active calls of the source: *; i = inactive; ? = inconclusive; . = not tested or not shown.
SMILES,Salmonella PhoP GFP,tuberculosis growth,VEEV TC-83 Vero,influenza NS1A,H37Rv inhibition,others
Cc1ccc(N(CC(O)CN2CCCCC2)S(=O)(=O)c2ccc(C)cc2)cc1 (centres undefined),4%,-4%,i,12%,6%,
CC1=NN(C(=O)c2ccco2)C(O)(c2ccccc2)C1 (centres undefined),-4%,70%,7.4%,0%,0%,
CCOn1c(=O)c(-c2cccc(Br)c2)[n+]([O-])c2ccccc21,-4%,35%,i,4%,5%,
Cc1ccc(S(=O)(=O)/N=C2/NC(=O)/C(=C/c3cc([N+](=O)[O-])ccc3O)S2)cc1,7%,6%,1.0%,-3%,-2%,
CC(=O)Oc1ccc(N(C(C)=O)S(=O)(=O)c2ccc(C)c([N+](=O)[O-])c2)cc1,-13%,-8%,i,4%,-2%,
O=C(CNC(=O)c1ccccc1F)OCCOc1cccc(Cl)c1,0%,33%,0.3%,-14%,-1%,
O=C(NCC1CCCO1)c1cccc(S(=O)(=O)N(Cc2ccccc2)c2ccccc2)c1 (centres undefined),9%,-2%,1.4%,10%,-7%,
CCOC(=O)c1c(C)oc(C)c(C(=O)OCC)c1=O,4%,2%,0.8%,-20%,-5%,
Cn1c(NCCN2CCCCC2)cc(=O)n(C)c1=O,-2%,-1%,0.4%,-7%,-5%,
CCOC(=O)c1ccc(N=C(C)c2c(O)[nH]c(=O)[nH]c2=O)cc1,-18%,79%,1.6%,-11%,?,
O=C(COC(=O)c1cc([N+](=O)[O-])ccc1N1CCOCC1)c1ccc(OC(F)F)cc1OC(F)F,-2%,3%,11%,-3%,31%,
Cc1ccc2c(c1)CCCN2C(=O)c1cc2ccccc2oc1=O,-4%,21%,i,25%,28%,
COc1ccc(Br)cc1C(=O)Nc1cccc(NC(=O)c2ccco2)c1,3%,29%,2.9%,-4%,12%,
O=C(Nc1ccccc1)N(Cc1ccc2c(c1)OCO2)Cc1nc2ccccc2c(=O)[nH]1,8%,27%,7.2%,0%,6%,
Cc1ccc(-c2nc3s/c(=C\c4ccco4)c(=O)n3n2)cc1,17%,19%,i,-2%,8%,
CC(C)CCn1c(O)c(N=NC(=O)Cn2ccc(C(F)(F)F)n2)c2ccccc21,-5%,-5%,0.2%,-5%,-8%,
Cc1ccccc1-c1nc(CN(C)C(C)c2ccon2)c(C)o1 (centres undefined),6%,9%,0.3%,12%,-4%,
COc1cccc(=O)c2c(C)n(-c3cc(C)cc(C)c3)c(C)c12,-1%,31%,2.9%,5%,-3%,
CCOc1ccc(/C(C)=N/N2C(=O)C(CC(=O)Nc3ccc(OC)cc3[N+](=O)[O-])SC2=Nc2cccc(C)c2C)cc1 (centres undefined),-10%,8%,2.4%,6%,8%,
Cc1ccc(Nc2nc(N)nc(CSC(=S)N3CCOCC3)n2)c(C)c1,3%,8%,1.8%,9%,4%,
Cn1nc([N+](=O)[O-])nc1Sc1ccc(C(C)(C)C)cc1,-1%,63%,i,7%,6.1µM*,
CN1CC2(C)OC(=O)C(Cl)=C2CC1c1ccccc1 (centres undefined),-2%,-5%,2.6%,-3%,8%,
O/N=C1\CCCCc2ccccc21,-3%,-7%,1.4%,-2%,5%,
COc1ccc(CCc2nnc(CCC(=O)N(C)Cc3ccncc3C)o2)cc1,15%,-12%,0.1%,-11%,-5%,
CC1(C)CC(=O)C(c2ccccc2)(c2ccccc2)C(=O)C1,.,.,i,-13%,.,
CCSc1nc2c(c(=O)[nH]1)C(c1ccccn1)C1=C(CC(C)(C)CC1=O)N2 (centres undefined),-9%,7%,2.2%,-4%,10%,
CCOc1cc(NC(=O)c2cnccn2)c(OCC)cc1NC(=O)c1cccc(F)c1,-9%,-1%,.,.,-8%,
O=C(Nc1ccc(F)cc1)c1cc(Cl)sc1Cl,13%,.,0.6%,-1%,-2%,
CCNc1nc(NCC)nc(N(n2cnnc2)S(=O)(=O)c2ccc(C)cc2)n1,-7%,-2%,i,10%,-1%,
O=C(O)CC(NCc1ccco1)C(=O)OCCCl (centres undefined),6%,-12%,0.6%,-12%,-4%,
CCC(=O)N1CCc2cc(S(=O)(=O)N(CC)c3cccc(C)c3)ccc21,1%,7%,0.5%,1%,-4%,
CCn1c(=O)n(CC)c2cc(S(=O)(=O)Nc3cc(C)cc(C)c3C#N)ccc21,4%,8%,3.2%,1%,-7%,
COc1ccc(C2=NN(CCC(=O)NCc3cccs3)C(=O)CC2)cc1,1%,7%,0.4%,0%,2%,
COc1ccc(CC(=O)Nc2ccc(S(=O)(=O)N3CCCC3)cc2)cc1OC,.,9%,1.8%,4%,1%,
CC1CCCCN1CCNC(=O)Cn1nc(-c2ccccc2)ccc1=O (centres undefined),-12%,0%,0.3%,2%,4%,
COc1ccc(NC(=O)CN2CCCCC2)cc1,2%,4%,0.9%,1%,5%,
Cc1cc(C)nc(N/N=C/c2ccncc2)n1,-9%,-3%,i,-1%,7%,
Nc1nnnn1/N=C/c1ccccc1,1%,-3%,0.1%,-11%,0%,
CC1=CC2=NC(=O)/C(=C/c3coc4ccccc4c3=O)C(=N)N2O1,4%,12%,1.0%,.,9%,
Cn1c(=O)cc(NCCc2ccccc2)[nH]c1=O,0%,-6%,0.7%,-1%,3%,
COc1cc2ccc3c(CCN(C)C)cc(OC)c(OC)c3c2cc1OC,14%,26%,i,13%,5%,
COc1ccc(/C=N/NC(=O)c2cc(C)on2)c2ccccc12,1%,42%,0.8%,5%,1%,
COC(=O)Cn1c2ccccc2c2nc(C)sc21,3%,38%,1.2%,-2%,29%,
CCC(NC(=O)NCc1cccnc1)(C(F)(F)F)C(F)(F)F,14%,3%,0.3%,-1%,8%,
COc1cc(/C=C/C(=O)OCC(=O)Nc2cc(S(=O)(=O)N3CCOCC3)ccc2Cl)cc(OC)c1OC,.,8%,12%,-27%,-6%,
O=C(NC1c2ccccc2-c2ccccc21)c1ccco1,10%,-3%,i,-2%,31%,
CCOC(=O)C1=C(C)NC2=C(C(=O)CC(c3cccs3)C2)C1c1cccs1 (centres undefined),-3%,23%,3.6%,4%,-1%,
COc1ccc(Nc2ccc([N+](=O)[O-])c3nonc23)c(OC)c1,-2%,?,0.2%,>100µM*,?,
Cc1ccc(N=C2N=C(N)c3ccccc32)cc1C,10%,71%,1.3%,2%,?,
COc1ccc(-c2[nH]ncc2/C=N/NC(=O)c2ccc(Br)cc2)c(OC)c1,-1%,-2%,1.4%,-4%,3%,
COC(=O)C1=C(c2ccc(C(C)=O)cc2)C[C@@H]2CC[C@H]1N2C(=O)NCC1CC1,.,1%,1.1%,-7%,-11%,
O=C(c1ccc(CNS(=O)(=O)c2ccc(Br)cc2)cc1)N1CCCCCC1,3%,6%,4.7%,-3%,7%,
CC(=O)Nc1ccccc1C(=O)N1CCN(c2cccc(C)c2C)CC1,-9%,4%,4.9%,-9%,-1%,
CCN(C(=O)CCc1nnc2ccc(N3CCC4(CC3)OCCO4)nn12)c1ccccc1,-3%,4%,1.2%,3%,0%,
CC(C)N(C(=O)[C@H]1C[C@H](CC(=O)NCCN2CCOCC2)C(=O)N2CCc3c([nH]c4cc(-c5ccco5)ccc34)[C@]12C)C(C)C,.,.,i,7%,.,
O=C(c1cc(-c2cccc(O)c2)on1)N1CCCCCC1,15%,7%,2.5%,-4%,1%,
NCCCC[C@@H](C(=O)N1CCNCC1)n1cc(CCC(=O)O)nn1,-4%,-10%,0.7%,1%,-5%,
COC(=O)c1nc(NC(C)=O)n[nH]1,10%,-10%,.,.,1%,
CCOc1ncccc1C(=O)Nc1cc(S(=O)(=O)N2CCCCC2)ccc1OC,.,1%,1.1%,-6%,-6%,
CS(=O)(=O)N(CC(=O)NCCSCc1ccccc1)c1ccccc1,-5%,-6%,i,4%,-6%,

# Continued (2 carried over from the part before).
SMILES,Salmonella PhoP GFP,tuberculosis growth,VEEV TC-83 Vero,influenza NS1A,H37Rv inhibition,others
CCOc1ncccc1C(=O)Nc1cc(S(=O)(=O)N2CCCCC2)ccc1OC,.,1%,1.1%,-6%,-6%,
CS(=O)(=O)N(CC(=O)NCCSCc1ccccc1)c1ccccc1,-5%,-6%,i,4%,-6%,
COc1ccc(C2=NOC(C(=O)NCCCN3CCOCC3)C2)cc1 (centres undefined),-2%,6%,1.8%,1%,-2%,
CC(NC(=O)[C@H](C)NC(=O)C1CC(=O)N(c2ccc3c(c2)OCO3)C1)c1ccccc1 (some centres undefined),-10%,-24%,2.3%,3%,2%,
O=c1[nH]c(SCC2CCCCO2)nc2ccccc12 (centres undefined),3%,8%,i,12%,15%,
COC(=O)c1c(NC(=O)COc2ccc(Cl)cc2Cl)sc2c1CC(C)(C)NC2(C)C,-4%,?,9.7%,8%,?,
C[C@@H]1CN([C@@H](C)CO)C(=O)Cc2cc(NS(=O)(=O)c3ccccc3)ccc2O[C@H]1CN(C)Cc1ccncc1,.,15%,i,6%,3%,
O=[n+]1cc(-c2ccc(Br)cc2)n([O-])c2c1CCC2,-1%,-10%,0.8%,3%,-3%,
CCN(Cc1ccccc1)C(=O)Cc1c[nH]c2ccccc12,8%,23%,1.2%,-7%,2%,
CCOC(=O)CCCNC(=O)COC(=O)c1cccc(F)c1,-4%,37%,0.4%,2%,0%,
COc1ccc(CCNc2nc(-c3ccc(O)cc3)cs2)cc1OC,-1%,19%,5.4%,3%,3%,
CC(=O)Nc1c(-c2ccccc2)nc2ccc(Cl)cn12,-5%,-14%,1.4%,-7%,-3%,
CCC(=O)n1nc(-c2cccnc2)nc1NCc1ccccc1,.,.,1.2%,4%,.,
O=C(CCS(=O)(=O)c1cccs1)Nc1ccc(C(=O)NC2CCN(Cc3ccccc3)CC2)cc1,8%,11%,0.7%,-1%,6%,
CC1=NNC(=O)C1CCC(=O)N/N=C(\C)c1ccc(Cl)cc1 (centres undefined),15%,2%,0.3%,-6%,-10%,
Cc1cc(C)nc(NC(=O)c2cc(-c3ccc4c(c3)OCO4)nc3ccccc23)c1,-3%,23%,7.5%,-6%,22%,
COc1ccc(C(C2C(=O)CC(C)(C)CC2=O)C2C(=O)CC(C)(C)CC2=O)cc1COCC(F)(F)F,7%,?,i,-3%,13%,
CCN(CC)c1ccc2c(C)c(CO)c(=O)oc2c1,5%,51%,5.5%,-1%,56%,
C[C@@H]1CCCCCCCCC(=O)OCCN(C(=O)OC(C)(C)C)[C@H](C)CCCCCCCCC(=O)OCCN1C(=O)OC(C)(C)C,.,-1%,0.1%,7%,3%,
CC(O)c1cccc(N=Cc2ccc3ccccc3c2O)c1 (centres undefined),3%,2%,0.9%,4%,8%,
COc1ccc(-c2cc(C(=O)Nc3ccccc3O)c3ccccc3n2)cc1,6%,-4%,?,-3%,-2%,
CN(C)CC1CCCCC1OC(=O)/C=C/c1ccc(Cl)cc1Cl (centres undefined),-4%,7%,1.3%,4%,12%,
CCCS(=O)(=O)N1CCC(C(=O)NCCc2ccccc2)CC1,-6%,-14%,2.0%,4%,5%,VEEV TC-83 Vero 10K pilot screen=1.7
C=CCCN([C@H](CO)Cc1ccccc1)S(=O)(=O)c1ccccc1Br,.,.,1.2%,13%,.,
Cc1ccnc(SCCn2c(N3CCOCC3)nc3c2c(=O)[nH]c(=O)n3C)n1,-1%,-6%,0.7%,-5%,-10%,
COc1ccc(-c2cnnc(N/N=C/c3ccc(OC)c(OC)c3)n2)cc1,0%,-7%,1.9%,28%,5%,
O=C(N=Nc1c(O)[nH]c2ccc(F)cc12)c1ccc(NS(=O)(=O)c2cccs2)cc1,.,2%,2.0%,-3%,-6%,
CN(C)C(Cc1ccccc1)C(=O)c1ccc(-c2ccccc2)cc1 (centres undefined),0%,.,i,14%,.,
CCN1C(=O)S/C(=C/c2cn(C)c3ccccc23)C1=O,-7%,28%,4.6%,12%,0%,
Cc1cccc(C(=O)NCC(=O)Nc2ccc(S(=O)(=O)Nc3nc(C)cc(C)n3)cc2)c1,5%,7%,2.8%,-6%,6%,
O=C1CC2CCCN2C=C1I (centres undefined),.,2%,0.1%,1%,6%,
O=C(NCc1ccccc1)c1ccc(S(=O)(=O)Nc2cccc(C(F)(F)F)c2)cc1,9%,9%,1.8%,-3%,-3%,
COc1ccc2ccccc2c1CN1CCSCC1,5%,-16%,i,-2%,-10%,

# Nothing new here: two of the compounds above.
SMILES,Salmonella PhoP GFP,tuberculosis growth,VEEV TC-83 Vero,influenza NS1A,H37Rv inhibition,others
O=C(NCc1ccccc1)c1ccc(S(=O)(=O)Nc2cccc(C(F)(F)F)c2)cc1,9%,9%,1.8%,-3%,-3%,
COc1ccc2ccccc2c1CN1CCSCC1,5%,-16%,i,-2%,-10%,
